Mito fusion act: inhibitors of mitochondrial division or activators of mitochondrial fusion | S. cerevisiae fusion-defective mutant growth rescue, CellTiterGlo 48 h | Potency, µM (series often up to 46.1 µM), for the others: at the top dose growth rescue (activation), actives largely listed as activators | hit rate 0.23% among 320,000;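 also: potency is read from the fitted curve at half-maximal effect; % of control where 0% means no effect; nearly all actives have a fitted effect of over 45% in size; temperature-sensitive fusion mutants such as fzo1-1 at 37 °C on non-fermentable ethanol glycerol medium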
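Compounds are tested for their ability to restore growth of mitochondrial fusion-defective yeast strains at non-permissive 37C in YPEG medium over 48 hours. Viability is quantified by luciferase luminescence.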
TSHR antagonist: antagonists of human thyroid stimulating hormone receptor. activity change, negative = inhibition, % at 11.5 µM. AID 504810. hit rate 0.2% among 330,000. TSHR-expressing cells, TSH-stimulated cAMP HTRF, 2 h; active compounds read low;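 active = activity change below a set negative limit, meaning inhibition stronger than a set level, cut at about -70% in these data; inconclusive = activity change between two set negative limits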; also: % is scaled to controls: 0 for no effect and ±100 for the full control effect
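Antagonism was scored as loss of TSH-driven cAMP in TSHR cells, stimulated with 4nM TSH (EC80) for 2 hours at 37 deg C and detected by homogeneous HTRF competition immunoassay.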
AT treatment: potential ataxia-telangiectasia treatments restoring KAP-1 phosphorylation; […] A-T fibroblasts, KAP-1 phosphorylation AlphaLISA; neocarzinostatin DNA damage 30 min before lysis; hit rate 0.19% among 320,000; Potency, µM (highest dose often 57.5 µM), inactives show at the highest dose activation, actives largely listed as activators; also: potency is read from the fitted curve at half-maximal effect; % of control where 0% means no effect; nearly all actives have a fitted effect of over 45% in size
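ATM-like activity read as KAP-1 phosphorylation via AlphaLISA donor/acceptor antibody pairs after lysis and 6 hr at 25C. Cells were ATM-null patient fibroblasts ([…], hTERT), dosed 60 min, then exposed to the DSB inducer NCS for 30 min.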
TCR activator: T cell receptor activation | primary human leukocytes, anti-CD3, IL-2 HTRF, 48 h | 330,000 tested, under 10 active | Potency, µM (highest dose often 9.22 µM), for the others: top-dose activation of IL-2 secretion, usual class: activators; also: % of control where 0% means no effect
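Readout: HTRF IL-2, Eu-cryptate/d2 antibody pair, 320nm excitation, 665nm emission. Stimulus: a-CD3 beads, no co-stimulation. Cells: primary human leukocytes. Exposure: 48 hr with compound.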
CXXC DNA block: MLL CXXC-DNA interaction inhibition; hit rate 0.037% among 290,000; Potency, µM (doses to about 115 µM), for inactives: at the highest dose activity change, negative = inhibition, most hits filed as inhibitors; Q03164; AID 2662; MLL-CXXC / FITC-HOXA9 DNA fluorescence polarization; active = well fitted inhibition curve with a large enough effect in the polarisation, with a control signal flat, not every such curve was filed as active; inconclusive = small, poorly fitted or top-dose-only effect, or effect the other way, or a change in a side signal; inactive = no such curve, though single readings can be large or run the other way; the % refers to the polarisation; also: potency is read from the fitted curve at half-maximal effect
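Purified MLL-CXXC (added from a 7 uM solution) was preincubated 5 min at ambient with pinned compounds in 50 mM Tris-HCl pH 7.5, 50 mM NaCl, 1 mM DTT, 0.05% BSA. Fluorescein-labeled HOX-A9 DNA (50 nM solution) followed, 30 min, then polarization read.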
S-ASM inh: human S-ASM enzyme inhibition | P17405 | placental ASM, HMU-PC fluorogenic substrate, 60 min | Potency, µM (titrated, usually from 57.5 µM), inactives show top-dose activity change, negative = inhibition, most hits filed as inhibitors | hit rate 0.006% among 340,000 | AID 504937; also: potency is read from the fitted curve at half-maximal effect
Target sequence (P17405 47-631 limits assumed): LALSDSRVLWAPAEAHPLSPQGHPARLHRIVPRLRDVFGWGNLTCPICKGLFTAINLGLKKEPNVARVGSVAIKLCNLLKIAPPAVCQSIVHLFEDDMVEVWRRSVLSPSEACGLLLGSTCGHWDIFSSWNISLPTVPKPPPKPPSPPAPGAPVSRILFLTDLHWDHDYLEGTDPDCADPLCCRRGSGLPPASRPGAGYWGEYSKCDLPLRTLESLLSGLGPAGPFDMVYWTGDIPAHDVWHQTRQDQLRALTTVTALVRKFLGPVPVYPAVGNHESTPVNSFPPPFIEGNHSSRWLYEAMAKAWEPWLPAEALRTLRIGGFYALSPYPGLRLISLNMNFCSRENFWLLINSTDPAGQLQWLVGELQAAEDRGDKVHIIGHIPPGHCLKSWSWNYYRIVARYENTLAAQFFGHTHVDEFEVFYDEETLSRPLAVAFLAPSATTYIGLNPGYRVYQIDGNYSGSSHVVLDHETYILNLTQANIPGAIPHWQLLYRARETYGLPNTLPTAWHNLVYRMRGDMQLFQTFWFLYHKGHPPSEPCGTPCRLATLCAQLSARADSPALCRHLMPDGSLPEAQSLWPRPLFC
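Fluorogenic HMU-PC substrate (9 uM final) is turned over by placental ASM in 60 min at 37 C after a 10 min compound preincubation. Reaction ended by alkaline stop (pH 10), with fluorescence read at 386/447 nm.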
TSG101-PTAP inh: blocks PTAP/TSG101 interaction to inhibit HIV-1 budding | Q99816 | Fluorescence polarization, FITC-PTAP peptide / Tsg101 binding | Potency, µM (series often up to 115 µM), for the others: top-dose activity change, negative = inhibition, actives largely listed as inhibitors | 340,000 tested, under 10 active; active = well fitted inhibition curve with a large enough effect in the main read-out, with a control signal flat, not every such curve was filed as active; inconclusive = small, poorly fitted or top-dose-only effect, or effect the other way, or a change in a side signal; inactive = no such curve, though single readings can be large or run the other way; also: potency is read from the fitted curve at half-maximal effect; % of control where 0% means no effect
Target sequence (Q99816 whole entry, looked up): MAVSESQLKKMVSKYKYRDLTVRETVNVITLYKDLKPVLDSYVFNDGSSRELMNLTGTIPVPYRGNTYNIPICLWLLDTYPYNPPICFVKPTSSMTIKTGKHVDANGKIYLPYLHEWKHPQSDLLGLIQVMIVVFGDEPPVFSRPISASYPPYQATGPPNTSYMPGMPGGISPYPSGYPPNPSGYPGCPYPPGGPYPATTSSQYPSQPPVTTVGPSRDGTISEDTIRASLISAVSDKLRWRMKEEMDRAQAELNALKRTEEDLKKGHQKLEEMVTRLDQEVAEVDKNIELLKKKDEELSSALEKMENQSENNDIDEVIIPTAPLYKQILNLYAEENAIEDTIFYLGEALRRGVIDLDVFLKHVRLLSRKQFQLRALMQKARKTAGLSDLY
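Tsg101 binding domain (10 uM final) was mixed with compound and a FITC-labeled PTAP peptide (50 nM final) in HEPES pH 7.5 buffer with NaCl, Tween 20, EDTA and TCEP; fluorescence polarization was read after 20 min at r.t.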
Integrin act MD: activates integrin-mediated alleviation for muscular dystrophy. alpha7betagal myoblasts, beta-gal FDG fluorescence, 48 h. AID 624291. Potency, µM (doses to about 38.3 µM), inactives show at the highest dose activation, usual class: activators. hit rate 0.064% among 350,000;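 also: potency is read from the fitted curve at half-maximal effect; 100% = response of the positive control SU9516; nearly all actives have a fitted effect of over 60% in size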
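Alpha7betagal+/- myoblasts (passage 13) were plated 16-24 hr, then exposed to compounds (1:260 dilution of DMSO stock) for 48 hours at 37C. After MPER lysis, β-galactosidase reporter activity was read as FDG fluorescence (ex 480/em 540) after 30 minutes.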
Menin MLL FP TR: menin-MLL binding inhibition, Texas Red mutant peptide. O00255. Menin + Texas Red MLL mutant peptide, fluorescence polarization. Potency, µM (titrated, usually from 61.6 µM), without a hit: at the top dose FP activity change, negative = inhibition, usual class: inhibitors. hit rate 0.23% among 270,000; active = well fitted inhibition curve with a large enough effect in the polarisation, with a control signal flat, not every such curve was filed as active; inconclusive = small, poorly fitted or top-dose-only effect, or effect the other way, or a change in a side signal; inactive = no such curve, though single readings can be large or run the other way; the % refers to the polarisation; also: potency is read from the fitted curve at half-maximal effect; % of control where 0% means no effect; many of its hits are not listed in these tables
MBNL1 CUG block: inhibitors of human MBNL1 binding to CUG repeat RNA; hit rate 0.036% among 280,000; TR-FRET MBNL1-His/biotin-(CUG)12 binding, 665/545 ratio; Potency, µM (highest dose often 57.5 µM), without a hit: at the top dose activity change, negative = inhibition, actives largely listed as inhibitors; Q9NR56; AID 2675; active = well fitted inhibition curve with a large enough effect in the signal ratio, with a control signal flat, not every such curve was filed as active; inconclusive = small, poorly fitted or top-dose-only effect, or effect the other way, or a change in a side signal; inactive = no such curve, though single readings can be large or run the other way; the % refers to the signal ratio; also: potency is read from the fitted curve at half-maximal effect; % is scaled to controls: 0 for no effect and ±100 for the full control effect
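Ratiometric TR-FRET (665 over 545 nm, excitation 340 nm) tracks disruption of MBNL1-His/biotin-(CUG)12 complex after 60 min at room temperature, with compounds at 92 nM to 58 uM final.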
* marks the source's active call; other numbers are inactive results; ? = inconclusive; . = no result given; [ ] = dose if it differs, or a comment. Unless noted, calls follow the shape of the dose curve; as a rule, active = well fitted curve in the direction sought with a large enough effect; inconclusive = small, poorly fitted or top-dose-only effect, or another doubt; inactive = no such curve, though single readings can be large; an effect the other way counts as inactive or inconclusive. This is a subset; the hit share may differ from the screen's.

SMILES	Mito fusion act	TSHR antagonist	AT treatment	TCR activator	CXXC DNA block	S-ASM inh	TSG101-PTAP inh	Integrin act MD	Menin MLL FP TR	MBNL1 CUG block
Fc1ccc(-c2nnc(CSc3nnc(-c4cccs4)o3)o2)cc1	1%	-1	-4%	-2%	6%	-5%	-2%	-17%	3%	8%
COc1cc2[nH]c(=S)nc(NCc3cccs3)c2cc1OC	9%	-16	-6%	-4%	1%	2%	-1%	16%	16%	-1%
CN(CCC#N)C(=O)COC(=O)/C=C/c1cccs1	15%	3	0%	4%	7%	5%	1%	13%	-11%	?
CC(C)=C1C2CCC1C1C(=O)N(CCc3ccccc3)C(=O)C21 (stereo not drawn)	17%	9	1%	-2%[46.1 µM]	2%	1%	1%	7%	-17%	13%[11.5 µM]
O=C(NNc1c(Cl)cccc1Cl)C1CCC1	-1%	7	-11%	-4%	-11%	6%	-3%	5%	.	-4%
Cc1cc(N2CCOCC2)nc(SCC(=O)c2ccc(Cl)cc2)n1	10%	-15	2%	4%	-1%	-4%	-4%	-29%	0%	4%
Cc1c(C(=O)/C=C/N(C)C)nnn1-c1ccc(Cl)cc1C#N	5%	-5	-4%	-1%	-4%	-1%	-1%	-17%	.	-1%
CN(C)CCCOC(=O)c1ccc(Br)cc1	-4%	5	-5%	-6%	4%	1%	-14%	-26%	14%	5%
CC(=O)c1cccc(NC(=O)CSc2n[nH]c(-c3ccncc3)n2)c1	-1%	-1	-6%	0%	.	0%	-3%	-20%	.	.
CCOc1cc(CNc2ccccc2)cc(Br)c1OCC(=O)NC(C)(C)C	9%	-8	8%	-2%	16%	-22%	?	-34%	-10%	-3%
O=C(NC(=S)Nc1ccc(Cl)c(C(=O)O)c1)c1ccco1	5%	6	-3%	0%	2%	-1%	0%	16%	-10%	-10%
O=C(O)c1ccc(Nc2nc3ccccc3nc2NS(=O)(=O)c2ccc(F)cc2)cc1	0%	-22	3%	-10%	1%	144%[activator]	-7%	9%	?	15%
Cc1ccc(OCc2cc(C(=O)NCc3cn4ccccc4n3)no2)cc1C	16%	5	5%	3%	6%	3%	-8%	-16%	13%	-3%
N#Cc1ccc(CSc2ncnc3c2cnn3Cc2ccccc2)cc1	10%	-38	8%	-4%	-3%	-9%	-5%	23%	5%	6%
CCN1CCN(C(=O)Cn2nc(C)n3c(cc4c(OC)cccc43)c2=O)CC1	-6%	-3	-3%	-4%	-4%	13%	-6%	1%	18%	15%
COc1nc(Oc2ccc(/C=N/O)cc2)nc(N(C)C)n1	3%	20	3%	4%	-2%	-1%	-11%	-2%	6%	-6%
O=C(NCC(=O)N(Cc1ccco1)C(C(=O)NC1CCCCC1)c1cccnc1)c1cccs1 (stereo not drawn)	0%	-4	-1%	-4%	0%	-2%	-11%	-4%	.	-1%
O=C(COC(=O)c1c(Cl)cccc1Cl)NCc1cccs1	.	-12	12%	7%[46.1 µM]	.	-3%	-1%	-1%	.	.
O=C1CC(=O)N2CCSC2=N1	.	.	.	1%	.	1%	-7%	?	.	.
COc1cc(C)c(COc2ncnc3ccccc23)cc1OC	4%	-1	3%	-4%	-2%	2%	-4%	-6%	-3%	-6%
COc1ccc(C(C)=O)cc1COC(=O)CNC(=O)c1ccc(F)cc1	1%	-10	16%	-5%[46.1 µM]	-1%	2%	0%	5%	2%	0%
CCC(CC)c1nc(C#N)c(NCc2ccccc2)o1	9%	3	-6%	-2%[46.1 µM]	-2%	-3%	-2%	-18%	-1%	6%
COc1ccccc1Cn1c(=S)[nH]c2cc(C(=O)NCC(OC)OC)ccc2c1=O	-15%	-2	0%	-2%	-5%	4%	0%	10%	40%[activator]	6%
Cc1cc(Cl)nc(-c2ccccc2O)n1	1%	-11	-3%	3%	3%	-1%	-8%	7%	.	.
C/C(=N\NC(=O)c1c(Cl)cnn1C)c1cccnc1	3%	-3	8%	-3%	12%	3%	-1%	13%	11%	1%
N=C(c1cccc([N+](=O)[O-])c1)N1CCCCC1	-3%	1	0%	.	3%	4%	1%	35%	2%	?
O=C(c1ccc(C(F)(F)F)cc1)C1CCCN(C(=O)CN2CCCC2=O)C1 (stereo not drawn)	1%	1	2%	2%	-10%	-1%	1%	-16%	-6%	-2%
Cn1c(=O)c(-c2ccccc2)nc2ccccc21	-3%	-4	4%	-1%[46.1 µM]	-1%	123%[activator]	-7%	19%	22%	?
O[C@@H](CNC[C@H](O)c1ccccc1)c1ccccc1	-4%	7	-1%	-7%[46.1 µM]	0%	-3%	-4%	12%	-7%	-1%
Cc1cc(OCC(=O)N(C)C2CCCCC2)ccc1Cl	4%	-7	1%	2%	11%	-3%	-2%	-19%	?	-5%
COc1ccc(OCC(=O)N(Cc2ccco2)C2CCS(=O)(=O)C2)cc1 (stereo not drawn)	7%	18	35%	-10%	8%	7%	-3%	11%	.	-3%
COc1ccc(C)cc1-n1nnnc1SCC(=O)NC1CCS(=O)(=O)C1 (stereo not drawn)	-1%	-2	-4%	6%	.	0%	-3%	-15%	.	.
COc1ccccc1CC(=O)N1CCCc2ccccc21	10%	-12	6%	-13%	-2%	1%	2%	10%	?	-3%
Cc1ccc(C(=O)N2CCN(c3ccc(NC(=O)COc4ccccc4C)cc3)CC2)cc1	21%	12	-4%	2%	-1%	-2%	-1%	?	-12%	-10%
CC1CCN(c2ccccc2NC(=O)c2ccc([N+](=O)[O-])o2)CC1	11%	0	6%	0%	5%	-1%	0%	-27%	.	-5%
O=C(NCc1cccc(C(F)(F)F)c1)c1cc(Cl)cc(Cl)c1	0%	0	2%	-2%	5%	-7%	-10%	-13%	?	-7%
COc1ccc(NC(=O)CN2CCN(c3nc(-c4cccc(OC)c4)cs3)CC2)cc1	?	-17	.	2%[46.1 µM]	-3%	-9%	-1%	-24%	12%	59%[activator]
COc1cc(C(=O)COC(=O)c2ccco2)cc(OC)c1OC	.	0	-17%	-2%[46.1 µM]	.	-2%	0%	-14%	.	.
O=C1CSc2ccc(S(=O)(=O)NCc3ccccc3Cl)cc2N1	0%	39	8%	4%	19%	3%	-4%	9%	.	0%
O=C(CSc1n[nH]c(=O)n1C1CC1)Nc1ccc(F)c([N+](=O)[O-])c1	-3%	1	0%	-8%	.	-3%	-1%	-36%	.	.
Cc1cc(=O)nc2c3ccccc3n(C(C)C(=O)NCCN3CCOCC3)n12 (stereo not drawn)	2%	-1	-10%	-1%	5%	7%	0%	5%	.	-3%
O=C(Nc1ccc(C(=O)O)cc1)/C(=C\C=C\c1ccccc1)NC(=O)c1ccccc1Br	3%	20	-3%	18%	31%[activator]	2%	-2%	1%	41%[activator]	?
CS(=O)(=O)N(Cc1ccccc1)c1ccc(C(=O)NCCSCc2ccco2)cc1	1%	-4	3%	-3%[46.1 µM]	13%	-6%	-5%	-25%	6%	-1%
Cc1cc(C)n(C(=O)CNc2ccc(C)c(C)c2)n1	0%	5	.	6%[46.1 µM]	9%	0%	-1%	4%	-2%	?
Cc1noc(C)c1C(=O)N1CCC(C(=O)c2ccc(F)cc2F)CC1	2%	5	-5%	2%	-7%	-1%	-3%	16%	.	-9%
O=C(NCC1CCCO1)c1cc2ccccc2nc1Cl (stereo not drawn)	-5%	-2	-1%	4%	10%	0%	-4%	-42%	1%	2%
COc1ccc(OC)c(CCNC(=O)CCC(=O)N2CCOc3ccc(C)cc32)c1	2%	0	-13%	-4%	.	4%	-1%	14%	-12%	-1%
COC(=O)c1c(NC(=O)CSc2nnnn2-c2ccccc2)sc2c1CCC(C(C)(C)C)C2 (stereo not drawn)	7%	22	4%	-2%	-4%	-1%	2%	-30%	2%	-2%
COc1cc(CCC(=O)NC2(C)CCS(=O)(=O)C2)cc(OC)c1OC (stereo not drawn)	-1%	4	14%	0%	.	-4%	2%	12%	.	.
Cc1ccc(Cl)cc1NC(=S)N/N=C/c1cccc2ccccc12	-4%	2	-4%	-1%	41%[activator]	2%	-1%	0%	.	.
CCS(=O)(=O)Nc1cccc(C2=NN(C(C)=O)C(c3cccs3)C2)c1 (stereo not drawn)	-2%	-1	4%	.	3%	0%	-2%	-30%[inhibitor]	1%	14%
CN(C(=O)c1cccc(NC(=O)Cc2ccc(NC(=O)C3CCCN(S(=O)(=O)c4cccc([N+](=O)[O-])c4)C3)cc2)c1)C1CCC1 (stereo not drawn)	.	.	.	2%	.	0%	-1%	-5%	.	.
CSc1ccccc1-n1nnnc1SCC(=O)Nc1cc(C)ccc1C	5%	-5	-3%	1%	14%	5%	-4%	0%	.	0%

Screens deposited in PubChem BioAssay by National Center for Advancing Translational Sciences (NCATS).
